Bioassay records: PubChem BioAssay, National Center for Advancing Translational Sciences (NCATS)
LDHA inh = blocks human lactate dehydrogenase A; P00338; purified LDHA, NADH/diaphorase-resazurin fluorescence; active compounds read low; activity change, % (values are at about 110 or 230 µM); hit rate 0.15% among 480,000; AID 1347041; in the data active = activity change below about -30%; inconclusive = mostly about -25% to -30%;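 note: plate controls were DMSO wells for no effect and wells without enzyme for full effect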
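Human LDH5 (2 nM) was incubated with 0.06 mM NADH and 0.2 mM pyruvate for 5 min at room temperature in Tris pH 7.4. Remaining NADH was coupled through diaphorase/resazurin, and resorufin fluorescence was read at 0 and 20 min.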
RGS4 inhibitor = blocks human RGS4-accelerated GTP hydrolysis. P49798. Transcreener GDP fluorescence polarization, RGS4-accelerated GTP hydrolysis. Potency, µM (highest dose often 114 µM), without a hit: at the top dose activity change, negative = inhibition, hits mostly inhibitors. hit rate 0.039% among 390,000; note: potency is the fitted concentration of half-maximal effect; % is set by controls: 0 for no effect and ±100 for the full control effect; nearly all actives have a fitted effect of over 75% in size; some results filed as inactive show a strong effect at the top dose
Target sequence (P49798 whole entry, looked up): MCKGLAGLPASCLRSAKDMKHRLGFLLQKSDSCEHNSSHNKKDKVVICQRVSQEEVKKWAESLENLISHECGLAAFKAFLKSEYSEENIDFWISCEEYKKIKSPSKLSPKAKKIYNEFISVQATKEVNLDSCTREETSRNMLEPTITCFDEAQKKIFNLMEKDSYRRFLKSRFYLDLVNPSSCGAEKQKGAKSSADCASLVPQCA
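MLSMR compounds (23 nl, pin-transferred) preincubated 10 min at room temperature with a 500nM (2x) first reagent, then RGS4 at 900nM (2x) plus Transcreener GDP mix added; fluorescence polarization (620/688 nm) read before and after 90 min at 30 °C.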
Glioma ERSR ind = induces the endoplasmic reticulum stress response in human glioma cells | hit rate 0.02% among 420,000 | Potency, µM, inactives show top-dose activation, usual class: activators | U87-MG GRP78 promoter luciferase reporter, 16 h; note: potency is the fitted concentration of half-maximal effect; series mostly up to about 76 µM; % of control where 0% means no effect; nearly all actives have a fitted effect of over 35% in size
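Stably transfected U87-MG glioma cells carrying a GRP78-based luciferase sensor; 16 h compound incubation. Luminescence end-point read 10 min after Bright-Glo addition at room temperature.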
USP1 inh = USP1/UAF1 (human) deubiquitinase inhibition; O94782; Potency, µM (highest dose often 57.1 µM), for the others: at the top dose activity change, negative = inhibition, hits mostly inhibitors; AID 743255; recombinant USP1/UAF1, Ub-Rhodamine cleavage fluorescence; hit rate 0.23% among 390,000; note: potency is the fitted concentration of half-maximal effect; % is set by controls: 0 for no effect and ±100 for the full control effect; nearly all actives have a fitted effect of over 60% in size; inactives centre near -12
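High-throughput fluorogenic screen: 1nM USP1/UAF1 complex, Ub-Rho substrate 150nM final, 50mM HEPES pH 7.8 with 0.5mM EDTA, 0.1 mg/ml BSA, 1mM TCEP and 0.01% Tween-20.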
TrxR1 inh = blocks rat thioredoxin reductase 1 | recombinant rTrxR1, NADPH fluorescence consumption, selenite substrate | Potency, µM (titrated, usually from 114 µM), for inactives: at the highest dose activity change, negative = inhibition, actives largely listed as inhibitors | hit rate 1% among 390,000 | AID 588453; note: potency is the fitted concentration of half-maximal effect; % is set by controls: 0 for no effect and ±100 for the full control effect; nearly all actives have a fitted effect of over 65% in size
Target sequence (O89049 whole entry, looked up): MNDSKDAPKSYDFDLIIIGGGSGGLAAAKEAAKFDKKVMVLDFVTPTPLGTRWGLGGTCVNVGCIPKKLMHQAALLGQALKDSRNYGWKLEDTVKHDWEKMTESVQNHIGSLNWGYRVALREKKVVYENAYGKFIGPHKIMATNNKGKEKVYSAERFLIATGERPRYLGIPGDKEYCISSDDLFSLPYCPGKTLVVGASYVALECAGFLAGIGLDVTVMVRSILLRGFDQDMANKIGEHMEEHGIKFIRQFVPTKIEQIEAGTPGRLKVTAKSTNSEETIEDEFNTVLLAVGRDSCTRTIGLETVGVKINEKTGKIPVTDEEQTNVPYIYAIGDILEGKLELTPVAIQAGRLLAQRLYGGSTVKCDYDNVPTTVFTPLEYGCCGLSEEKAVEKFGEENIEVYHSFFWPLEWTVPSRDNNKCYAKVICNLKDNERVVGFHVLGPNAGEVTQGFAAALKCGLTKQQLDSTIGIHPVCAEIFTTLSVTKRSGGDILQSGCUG
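Rat TrxR1 (90 nM in the dispensed reagent) was pre-reduced with 400 uM NADPH for 5 min at room temperature, then incubated with compound for 15 min. After 400 uM selenite was added, NADPH fluorescence (Ex 340/Em 450 nm) was followed for 8 min.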
mIDH1 inhibitor = human IDH1 R132H inhibition; O75874; IDH1-R132H enzyme, NADPH consumption, diaphorase/resazurin fluorescence; Potency, µM (highest dose often 76.6 µM), for inactives: at the highest dose activity change, negative = inhibition, usual class: inhibitors; hit rate 0.093% among 390,000; AID 602179; note: potency is the fitted concentration of half-maximal effect; % is set by controls: 0 for no effect and ±100 for the full control effect; nearly all actives have a fitted effect of over 65% in size
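IDH1-R132H (0.5 ug/mL dispensed) in pH 7.5 Tris buffer was preincubated 30 min with compound, then given a substrate mix of 0.016 mM NADPH and 2 mM alpha-KG for 80 min at room temperature; remaining NADPH was read by diaphorase/resazurin fluorescence.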
Vif-A3F inh = inhibitors of Vif-A3F interaction; HeLa A3F-eYFP + Vif (tagged APOBEC3F with the HIV-1 protein that degrades it), YFP fluorescence increase; hit rate 0.2% among 390,000; Potency, µM (top dose mostly 46.1 µM), without a hit: at the highest dose activity, negative = active; note: potency is the fitted concentration of half-maximal effect; % of control where 0% means no effect; nearly all actives have a fitted effect of over 65% in size
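HeLa cells stably expressing Vif plus C-terminally eYFP-tagged A3F were seeded, incubated overnight at 37 deg C, dosed with compound, incubated overnight again at 37 deg C. Yellow fluorescence (Ex 488/Em 500-530) reported blocked Vif-mediated A3F-eYFP degradation.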
TrxR1 substrate = rat thioredoxin reductase 1 substrate activity | purified TrxR1 substrate turnover, NADPH consumption readout | hit rate 0.01% among 390,000 | Potency, µM (doses to about 114 µM), without a hit: at the top dose activity change, negative = substrate turnover; note: potency is the fitted concentration of half-maximal effect; % is set by controls: 0 for no effect and ±100 for the full control effect; nearly all actives have a fitted effect of over 50% in size
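Rat TrxR1, dispensed at 90 nM, was prereduced with 400 uM NADPH (final) for 5 min at ~22 deg C, then incubated with compound 15 min before 400 uM selenite. A first-read NADPH fluorescence drop versus no-compound background flagged substrates.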
Vif-APOBEC3G blk = inhibitors of Vif-APOBEC3G interaction; Q9HC16; HeLa A3G-eYFP + Vif (tagged APOBEC3G with the HIV-1 protein that degrades it), YFP fluorescence, overnight; Potency, µM (doses to about 46.1 µM), without a hit: at the highest dose activity, negative = active, usual class: inhibitors; hit rate 0.076% among 410,000; AID 602310;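 note: potency is the fitted concentration of half-maximal effect; % is set by controls: 0 for no effect and ±100 for the full control effect; nearly all actives have a fitted effect of over 60% in size; hits raise eYFP signal because A3G escapes Vif-driven loss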
Target sequence (Q9HC16 whole entry, looked up): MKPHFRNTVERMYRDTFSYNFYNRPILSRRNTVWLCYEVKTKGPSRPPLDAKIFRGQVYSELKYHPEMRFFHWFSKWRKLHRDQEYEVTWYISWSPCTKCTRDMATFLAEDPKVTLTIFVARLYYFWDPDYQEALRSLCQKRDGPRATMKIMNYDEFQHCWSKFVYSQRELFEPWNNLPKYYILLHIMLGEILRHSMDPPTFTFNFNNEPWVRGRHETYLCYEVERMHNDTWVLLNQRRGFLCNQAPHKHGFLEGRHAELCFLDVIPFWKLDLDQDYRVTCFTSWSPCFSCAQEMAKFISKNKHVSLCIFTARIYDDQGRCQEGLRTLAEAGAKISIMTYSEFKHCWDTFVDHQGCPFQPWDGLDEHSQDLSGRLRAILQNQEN
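HeLa cells stably expressing Vif and C-terminally eYFP-tagged A3G, seeded overnight at 37 deg C, then exposed to compound by pintool overnight at 37 deg C. Rise in yellow fluorescence (Ex 488/Em 500-530, Acumen) marks blocked Vif-driven A3G degradation.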
Starred values were filed as active, the others as inactive; ? = inconclusive; / = not tested or not shown; & = joins results of further samples; [ ] = dose if it differs, or a comment. Unless noted, calls come from the whole dose curve; as a rule, active = well fitted curve in the direction sought with a large enough effect; inconclusive = small, poorly fitted or top-dose-only effect, or another doubt; inactive = no such curve, though single readings can be large; an effect the other way counts as inactive or inconclusive.

Every second line gives: LDHA inh | RGS4 inhibitor | Glioma ERSR ind | USP1 inh | TrxR1 inh | mIDH1 inhibitor | Vif-A3F inh | TrxR1 substrate | Vif-APOBEC3G blk
- COc1ccc(S(=O)(=O)N2CCC(C(=O)N[C@@H](C)C(=O)N3CCCCCC3)CC2)cc1
→ -2 | -16% | -1% | -16% | 9% | -2% | 2% | -6% | 2%
- Oc1ccc(C(=S)N2CCCC2)cc1
→ 1 | -49% | -3% | -17% | 13% | 2% | 12% | 6% | 0%
- Cc1ccc2nc(C)c(C(=O)N/N=C/c3cccc([N+](=O)[O-])c3)cc2c1
→ -2 | -15% | 5% | -10% | -2% | -2% | -8% | -11% | -3%
- CCCc1nn2c(=O)cc(COC(=O)c3ccc(NC(=O)c4cccs4)cc3)nc2s1
→ 3 | 9% | -2% | 0% | 12%[57.1 µM] | -10% | 4% | 1%[57.1 µM] | 5%
- CC/C(O)=C(\C#N)c1nnc2n1CCCCC2
→ 5 | 15% | -2% | -3% | ? | 7% | -14% | -5% | 2%
- CCOc1cc(NC2CS(=O)(=O)CC2O)c(OCC)cc1NC(=O)c1ccccc1 (stereo unspecified)
→ 19 | ? | 2% | -11% | 0% | 12% | -1% | -10% | 3%
- CCOC(=O)CN1C(=O)C(Sc2n[nH]c(-c3ccccc3)n2)CCc2ccccc21 (stereo unspecified)
→ -1 | -14% | -3% | -4% | 5% | -4% | -3% | 1% | -1%
- N#C/C(=C\c1cn(CCOc2ccccc2)c2ccccc12)C(=O)NCc1ccco1
→ 1 | -26% | -4% | -13% | 2% | 0% | -1% | -1% | -13%
- CC(C)(C)C(=O)OCc1nc(-c2ccc(Cl)cc2)cs1
→ -5 | -14% | 9% | -20% | 12%[57.1 µM] | 5% | -2% | -1%[57.1 µM] | 4%
- C=CCN(c1cccc(C(F)(F)F)c1)S(=O)(=O)c1cccc(C(=O)OCC(=O)NCCC)c1
→ 0 | 6% | -1% | -26% | 10%[57.1 µM] | 7% | -1% | -6% | 3%
- Cc1cccc(NC(=O)c2cccnc2Oc2ccccc2)c1C(=O)O
→ -10 | -2% | -9% | -10% | 0% | -2% | 11% | -2% | 2%
- CCC(CC)C(=O)NCCc1ccc(OC)cc1
→ -4 | -20%[11.4 µM] | -1% | -4% | 5%[57.1 µM] | -5% | 4% | 3%[57.1 µM] | -3%
- COC(=O)C1=C(N)N(c2ccccc2C(F)(F)F)C2=C(C(=O)CCC2)C1c1ccc2c(c1)OCO2 (stereo unspecified)
→ -5 | -29% | 0% | -10% | -5% | 0% | / | -1% | 0%
- N=C(N)c1ccccc1
→ -14&-4&4 | 13%[56.9 µM] | -2%&0%&-3% | 9%&-8% | -7%[57.1 µM] | -7%&-6% | -4%&4% | 0%[57.1 µM] | -1%&0%
- CC(NC(=O)C1CCCN1C(=O)c1cccs1)c1ccc(Cl)cc1Cl (stereo unspecified)
→ -2 | / | -6% | -22% | / | 6% | -3% | / | 0%
- COC(=O)c1ccc(OC(=O)c2ccccn2)cc1
→ 0 | 29% | -3% | -2% | 9%[57.1 µM] | -3% | -1% | 0%[57.1 µM] | 1%
- CCOc1ccc(-c2nc(CSc3nncs3)cs2)cc1OC
→ -2 | -38% | 3% | -23% | -8% | 10% | 1% | 4% | 3%
- O=C(O)CC(c1ccccc1)N1C(=O)c2ccccc2C1=O (stereo unspecified)
→ -4 | 10% | 3% | -9% | 36% | -4% | -6% | 6% | -4%
- C/C(=N\NC(=O)c1c(Cl)cnn1C)c1cccc(NC(=O)COc2ccccc2)c1
→ -8 | 31% | -6% | -7% | ? | -3% | 10% | 28% | 2%
- COc1ccc(NCc2nnc(SCC(=O)Nc3nc(-c4ccccc4)cs3)n2-c2ccccc2)cc1
→ 1 | -18% | -1% | -18% | -5% | 1% | -4% | 0% | -7%

Entries listed so far with a Cl atom:
Every second line gives: LDHA inh | RGS4 inhibitor | Glioma ERSR ind | USP1 inh | TrxR1 inh | mIDH1 inhibitor | Vif-A3F inh | TrxR1 substrate | Vif-APOBEC3G blk
- CC(C)(C)C(=O)OCc1nc(-c2ccc(Cl)cc2)cs1
→ -5 | -14% | 9% | -20% | 12%[57.1 µM] | 5% | -2% | -1%[57.1 µM] | 4%
- CC(NC(=O)C1CCCN1C(=O)c1cccs1)c1ccc(Cl)cc1Cl (stereo unspecified)
→ -2 | / | -6% | -22% | / | 6% | -3% | / | 0%
- C/C(=N\NC(=O)c1c(Cl)cnn1C)c1cccc(NC(=O)COc2ccccc2)c1
→ -8 | 31% | -6% | -7% | ? | -3% | 10% | 28% | 2%

Continuation:
Every second line gives: LDHA inh | RGS4 inhibitor | Glioma ERSR ind | USP1 inh | TrxR1 inh | mIDH1 inhibitor | Vif-A3F inh | TrxR1 substrate | Vif-APOBEC3G blk
- CC1C(=O)N2CCCc3cc(NC(=O)C(=O)NCCCc4ccccc4)cc1c32 (stereo unspecified)
→ 0 | -30% | 1% | -21% | -1% | 9% | 12% | -10% | -5%
- CCOC(=O)c1cnc(SCC(=O)OC)nc1N
→ 2 | -4% | 2% | -20% | 19% | 16% | -8% | 7% | 7%
- C=CCOc1ccc(C2/C(=C(\O)c3c(C)[nH]c(C(=O)OC)c3C)C(=O)C(=O)N2CCN(C)C)cc1 (stereo unspecified)
→ -8 | 2% | -4% | -24% | -3% | 4% | -2% | 0% | -9%
- Cc1ccc2c(CN3CC(C)CC(C)C3)cc(=O)oc2c1 (stereo unspecified)
→ -7 | 0% | 1% | -19% | 5%[57.1 µM] | 1% | -14% | 10%[57.1 µM] | 0%
- COc1cccc(CNC(=O)c2cnc(-c3ccccn3)nc2C(F)(F)F)c1
→ -5 | 1% | -1% | 1% | -4% | 2% | -14% | -3% | 0%
- CC1(C)CC(C)(c2ccc(O)cc2O)N(c2ccc3ccccc3c2)C(=S)N1 (stereo unspecified)
→ 12 | -23% | 0% | -10% | 21%[57.1 µM] | -1% | 1% | -1%[57.1 µM] | -1%
- Nc1nonc1-n1nnc(C(=O)N/N=C/c2cc(Br)cs2)c1-c1ccccc1
→ -1 | -16% | -2% | -32% | 6% | 6% | -21% | 4% | -12%
- Cc1cccc(N2CCN(S(=O)(=O)c3cc(-c4cc(C)no4)ccc3C)CC2C)c1 (stereo unspecified)
→ -2 | -17% | -5% | -8% | 49%[activator] | 0% | 3% | 13% | -16%
- O=C(O)CN1C(=O)/C(=C/c2ccc(SCc3ccccc3)o2)SC1=S
→ 1 | ? | -1% | ? | -29% | 2% | ? | -13% | -14%
- CCSc1nnc(-c2cc(Br)ccc2N=Cc2c(C)[nH]n(-c3ccccc3)c2=O)c(=O)[nH]1
→ -2 | 4% | -3% | -13% | 1%[57.1 µM] | 0% | -7% | -3%[57.1 µM] | -2%
- CC(C)c1cc(C(=O)Nc2cc(Cl)ccc2O)no1
→ -2 | 19% | 12% | -8% | 25% | 4% | -12% | 9% | -4%
- CCOc1ccccc1CNc1nc2nc3c(c(=O)n2[nH]1)CCC3
→ -7 | -16% | -4% | -16% | 1%[57.1 µM] | 4% | -3% | 11%[57.1 µM] | 0%
- COC(=O)C1=C(C)N(Cc2ccccc2)C(=NCc2ccco2)N[C@H]1c1cccc(F)c1
→ -1 | -30% | -5% | -15% | -14% | -6% | 6% | 9% | 1%
- COc1cc2c(cc1OC)C1=C(C#N)CCC(=O)N1CC2
→ -3 | -12% | -2% | -6% | 4%[57.1 µM] | 5% | -1% | 5%[57.1 µM] | 1%
- C[C@H](NC(=O)c1ccco1)C(=O)Nc1ccc(C#N)cc1
→ -3 | 0% | -1% | -14% | 18% | 0% | -16% | 12% | 0%
- CCCC[C@H]1COCCS(=O)(=O)N1Cc1ccc(C)cc1
→ 5 | -7% | 0% | -20% | -4% | 15% | -4% | ? | -6%
- O=C(CSc1ccccc1)Nc1ccc(N2CCOCC2)c(F)c1
→ 0 | -15% | 1% | -18% | 22% | 9% | -9% | 2% | 1%
- Cc1cccc(-n2nnnc2SCC(=O)Nc2ccc(N3CCN(C)CC3)cc2)c1
→ -2 | -41%[56.9 µM] | -1% | -18% | 14%[57.1 µM] | -2% | 4% | 2%[57.1 µM] | 3%
- Cc1ccc(CCC(=O)Nc2ccc([N+](=O)[O-])cc2)o1
→ 2 | ? | -1% | -19% | -29% | 2% | 15% | 5% | -1%
- COc1cc2c(cc1OC)C1CCc3cc4c(cc3C1N=C2)OCO4 (stereo unspecified)
→ 0 | / | 1% | -17% | / | -4% | -4% | / | -5%
- CC(C)(O)C#Cc1ccc(CN2CCN(Cc3ccccc3)C(CCO)C2)cc1 (stereo unspecified)
→ 3 | -14% | -3% | -8% | 8% | 0% | ? | 7% | -3%
- Cc1ccc(C(C)C)c(OCC(=O)OCC(=O)c2c(N)n(C)c(=O)n(C)c2=O)c1
→ -1 | 10% | -2% | -4% | -7% | 11% | -17% | -5% | -9%

An excerpt. The share of hits here may be higher or lower than overall.
